# Screens deposited in PubChem BioAssay by National Center for Advancing Translational Sciences (NCATS).
# IP6K1 inhibitor: blocks human inositol hexakisphosphate kinase 1 | Q92551 | IP6K1 kinase, ADP-Glo luminescence, 2 h; hits give low values | activity change, % (series mostly up to about 58 µM) | actives 0.81% (n = 140,000) | AID 1645851; in the data active = activity change below about -25%
# Target sequence (Q92551 whole entry, looked up): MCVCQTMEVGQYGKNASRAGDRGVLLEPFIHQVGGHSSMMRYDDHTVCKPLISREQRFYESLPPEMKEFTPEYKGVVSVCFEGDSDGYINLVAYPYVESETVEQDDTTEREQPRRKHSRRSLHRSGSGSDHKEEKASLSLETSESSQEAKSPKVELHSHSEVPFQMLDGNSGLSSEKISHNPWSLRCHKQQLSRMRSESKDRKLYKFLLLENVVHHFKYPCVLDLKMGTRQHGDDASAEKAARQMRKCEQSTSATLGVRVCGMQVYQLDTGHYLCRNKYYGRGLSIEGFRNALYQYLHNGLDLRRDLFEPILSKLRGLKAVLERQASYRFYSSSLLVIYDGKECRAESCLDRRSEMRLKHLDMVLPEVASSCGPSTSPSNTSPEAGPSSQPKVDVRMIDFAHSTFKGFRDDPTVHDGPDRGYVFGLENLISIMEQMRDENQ
#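 ADP-Glo luminescence measures ADP made by human IP6K1 during a 2 h RT reaction with ATP/IP6 (mix at 1.3 mM/130 uM); top library doses 57.5 and 19.1 uM final.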
# GPT2 inh: blocks human glutamate pyruvate transaminase 2; Potency, µM (highest dose often 57.7 µM), for inactives: at the highest dose activity change, negative = inhibition, hits mostly inhibitors; Recombinant GPT2, coupled pyruvate oxidase/HRP Amplex Red fluorescence; actives 0.25% (n = 100,000); AID 1671188; Q8TD30; also: potency is read from the fitted curve at half-maximal effect; nearly all actives have a fitted effect of over 60% in size; many of its hits are not listed in these tables
#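 GPT2 10ng/uL, a-KG 250uM, L-Ala 2mM, HEPES pH7.5 + 0.0001% Tween; 30 min RT. Then Amplex mix (PO/HRP/ThPP), 30 min RT dark, fluorescence. AOA 50uM used as positive control.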
# HEK293 tox: HEK 293 cell cytotoxicity | HEK 293 viability, ATP luminescence (CellTiter-Glo), 48-72 h | Potency, µM (titrated, usually from 115 µM), without a hit: at the highest dose activity change, negative = cytotoxicity, usual class: inhibitors | actives 6.6% (n = 94,000) | AID 1345083; also: potency is read from the fitted curve at half-maximal effect; nearly all actives have a fitted effect of over 60% in size
#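 CellTiter-Glo luminescence (cellular ATP) was read after 48 or 72 hr of compound exposure at 37 degree Celsius. Cells were HEK 293 plated at 250 cells/well.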
# NIH3T3 tox: NIH 3T3 cell cytotoxicity. actives 4.3% (n = 94,000). NIH 3T3 viability, CellTiter-Glo ATP luminescence, 48-72 h. AID 1345082. Potency, µM (top dose mostly 96.7 µM), for the others: top-dose activity change, negative = cytotoxicity, actives largely listed as inhibitors; also: potency is read from the fitted curve at half-maximal effect; nearly all actives have a fitted effect of over 55% in size
#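 First NIH 3T3 cells are plated at 400 cells/well; next compound is pinned in; then plates incubate 48 or 72 hr at 37 °C; finally CellTiter-Glo is added and luminescence read after 10 min.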
# SNCA expr inhib: reduces expression of the alpha-synuclein gene; HEK-293 SNCA-luciferase knock-in, luminescence, 24 h; AID 1671194; actives 0.17% (n = 140,000); Potency, µM (highest dose often 57.2 µM), without a hit: at the highest dose activity change, negative = inhibition, usual class: inhibitors;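 also: potency is read from the fitted curve at half-maximal effect; plate controls were DMSO cells for no effect and cell-free wells for full effect; nearly all actives have a fitted effect of over 45% in size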
# Luciferase inh: Photinus pyralis luciferase inhibition. purified P. pyralis luciferase, luminescence, biochemical. Potency, µM (doses to about 115 µM), for the others: top-dose activity change, negative = inhibition, usual class: inhibitors. actives 2.5% (n = 76,000). AID 1347043; also: potency is read from the fitted curve at half-maximal effect; nearly all actives have a fitted effect of over 65% in size
# Target sequence (P08659 whole entry, looked up): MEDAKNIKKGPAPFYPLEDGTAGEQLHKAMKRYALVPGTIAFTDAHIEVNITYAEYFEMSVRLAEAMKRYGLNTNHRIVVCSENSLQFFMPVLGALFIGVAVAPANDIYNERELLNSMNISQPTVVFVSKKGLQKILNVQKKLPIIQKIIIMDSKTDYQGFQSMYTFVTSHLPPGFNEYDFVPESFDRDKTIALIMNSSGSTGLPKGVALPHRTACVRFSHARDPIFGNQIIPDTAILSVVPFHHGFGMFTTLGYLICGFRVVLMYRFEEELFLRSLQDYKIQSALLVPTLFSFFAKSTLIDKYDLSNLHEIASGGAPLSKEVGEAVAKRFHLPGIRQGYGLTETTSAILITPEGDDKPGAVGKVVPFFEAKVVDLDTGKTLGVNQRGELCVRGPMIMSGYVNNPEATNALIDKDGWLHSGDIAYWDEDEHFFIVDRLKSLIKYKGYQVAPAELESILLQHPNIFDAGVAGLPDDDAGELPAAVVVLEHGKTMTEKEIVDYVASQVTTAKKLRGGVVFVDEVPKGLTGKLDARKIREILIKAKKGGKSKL
#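 Luminescence read by CCD imager after adding enzyme (10nM final) to wells holding compound, titrated in qHTS. Substrates 10uM each D-luciferin and ATP; buffer 50mM Tris acetate pH 7.5, 10mM Mg acetate, Tween-20, BSA.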
# SNCA viab count: cell viability loss counter-screen; AID 1671193; HEK-293-SNCA-luc viability, GF-AFC fluorescence, 24 h; Potency, µM (top dose mostly 57.1 µM), without a hit: at the highest dose activity change, negative = cytotoxicity, actives largely listed as cytotoxic; actives 0.12% (n = 150,000);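 also: potency is read from the fitted curve at half-maximal effect; 0% = DMSO-treated cells and -100% = medium-only wells without cells; nearly all actives have a fitted effect of over 30% in size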
#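 HEK-293-SNCA-luc cells (1500/well) plated 24 h, then exposed 24 h to a dilution series; GF-AFC added 30 min at 37C, fluorescence 405/540 nm; normalised to medium-only and DMSO wells, Hill fit.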
# Numbers without * were called inactive; i = inactive; ? = inconclusive; . = no result given; [ ] = remark or other dose. Unless noted, calls follow the shape of the dose curve; as a rule, active = well fitted curve in the direction sought with a large enough effect; inconclusive = small, poorly fitted or top-dose-only effect, or another doubt; inactive = no such curve, though single readings can be large; an effect the other way counts as inactive or inconclusive. Unless noted, % is scaled to controls: 0 for no effect and ±100 for the full control effect. An excerpt; the hit share may differ from the screen's.
structure | IP6K1 inhibitor | GPT2 inh | HEK293 tox | NIH3T3 tox | SNCA expr inhib | Luciferase inh | SNCA viab count
COc1ccc(S(=O)(=O)Nc2cnc3c(c2)CCC3)cc1 | 21 | -27% | ? | ? | -7% | . | 2%
COc1ccc(CN2CCCC3(C2)C(=NC2CCCC2)NC(=O)N3c2cccnc2)cc1 (stereo not drawn) | -20 | 2% | -10% | 22µM* | -25% | . | 5%
O=C(NCc1ccccc1F)c1ccc2c(c1)CN(Cc1cncs1)CCO2 | 2 | 3% | ? | -7% | 4% | 4% | 1%
Cc1ccc(C(=O)N(C)C2CCc3nn(CC4CC4)c(=O)n3CC2)s1 (stereo not drawn) | -9 | i | -3% | -14% | 1% | -2% | -10%
COc1ccc(CCNC(=O)c2ccc3c(c2)N(Cc2ccccc2F)C(=O)c2ccccc2S3(=O)=O)cc1OC | 40 | . | . | . | 5% | . | 9%
COc1ccc(C(=O)NCC2(COc3ccccc3)C[C@@H](O)[C@@H](O)C2)cc1 (stereo partly drawn) | -4 | i | -14%[172 µM] | 45µM* | 0%[87.6 µM] | 4%[172 µM] | ?
CCNc1cc(N2CCC(CCC(=O)N3CCN(c4ncccn4)CC3)CC2)ncn1 | 13 | i | 50µM* | ? | ? | -17% | -8%
CC(C)NS(=O)(=O)c1ccc(OCC(=O)N2CCN(c3ccccc3F)CC2)cc1 | 20 | . | . | . | -24% | . | 0%
Cc1cc(C(=O)N2CCCCc3ccccc32)ccc1CNC(=O)N1CCC[C@H]1C(=O)N(C)C | -4 | i | . | . | . | . | -3%
CCN1CCN(C(=O)CCC2CCN(Cc3ccc(N(C)C)nc3)CC2)CC1 | 18 | i | -5% | -1% | -7% | 0% | -1%
CCCOc1ccccc1C(=O)N1CCCCC1CCN1CCOCC1 (stereo not drawn) | -11 | . | . | . | -8% | . | -8%
COc1ccccc1CN1CCCC(c2nn(-c3ccc(Cl)cc3)c(=O)[nH]2)C1 (stereo not drawn) | 16 | i | ? | ? | 16% | 4% | -9%
COc1ccccc1-c1noc(-c2nc(-c3ccc4c(c3)OCO4)no2)n1 | 0 | i | -7% | -11% | 24% | -12% | 5%
Cc1cc(C)c(NC(=O)CSc2nc(=O)n(Cc3ccncc3)c3c2CCC3)c(C)c1 | -2 | . | . | . | 3% | . | 0%
COc1ccc(F)cc1-c1ccc(CN2CCCCC2C(=O)NCc2ccccc2F)cc1 (stereo not drawn) | 5 | . | 25µM* | ? | . | . | .
Nc1ccc2c(c1)CN1C(=O)c3ccccc3C1=N2 | 2 | i | . | . | 34%[17 µM] | . | 40%[12.5 µM]
NCC(=O)N1CCC2(CC1)CN([S+](=O)([O-])c1ccccc1)CCO2 | -3 | -8% | 0% | i | -14% | . | 4%
CCOCCNc1ncnc2c1CN(C1CCNC1)C(=O)CN2C (stereo not drawn) | 3 | -2% | i | 3% | 12% | . | 11%
O=C1c2c(nc(CNCC3CCCO3)n2Cc2ccccc2)NCCN1CCOc1ccccc1 (stereo not drawn) | -7 | 3% | ? | ? | -3% | 0% | -3%
CCc1cccc(NC(=O)Cn2c(C)ccc(NS(=O)(=O)c3ccc(C)cc3)c2=O)c1 | 22 | i | -4% | 2% | -8% | -4% | -1%
CC(C)c1ccc(S(=O)(=O)N2CC(c3nc(-c4ccncc4)no3)C2)cc1 | -9 | ? | ? | -33% | -10% | -2% | 7%
NCCNCCNCCN | 22 | i | . | . | -1%[25.6 µM] | . | 5%[23.9 µM]
O=C1CCN(Cc2ccc(F)cc2F)CCCC(c2nc(-c3cccnc3)no2)CCN1 (stereo not drawn) | 8 | i | ? | ? | -9% | -7% | -1%
COc1cccc(C(=O)N2CCC[C@H]2c2nc(-c3ccc(C)cc3)no2)c1 | 0 | i | ? | -27% | -12% | -7% | -7%
O=C(CN1C(=O)COc2ccc(S(=O)(=O)N3CCCCCC3)cc21)N1CCN(c2ccc(Cl)cc2)CC1 | 11 | . | . | . | 12% | . | ?
Cn1cccc1-c1noc(C2CCN(C(=O)C3CCCCC3)C2)n1 (stereo not drawn) | 28 | -8% | ? | ? | 9% | . | -13%
CCC(=O)N1CCCC(c2nc(-c3ccc4nc[nH]c4c3)no2)C1 (stereo not drawn) | -9 | -4% | -1% | -27% | ? | ? | -4%
O=C(CNC(=O)c1cccc(-c2ccc(C(F)(F)F)cc2)c1)NCc1cccc(Cl)c1 | -16 | -3% | 28µM* | ? | ? | . | 5%[12.5 µM]
CN(CC1CCOC1)S(=O)(=O)c1cccc(Br)c1 (stereo not drawn) | 19 | i | -2% | -3% | 1% | 14% | 5%
CN1[C@@H](CCC(=O)Nc2ccccc2)CNC(=O)[C@@H]2[C@H]1CCN2CC(C)(C)C | 5 | ? | 0%[172 µM] | 0%[138 µM] | -22%[87.6 µM] | -5%[172 µM] | 0%[87.6 µM]
CCn1c(C(=O)N2CCC(C(=O)NCCc3ccc(C)cc3)CC2)cc2sccc21 | -8 | . | . | . | ? | . | -17%
CC1=C[C@@H](CNC(=O)CC(C)(C)C)[C@H](C(C)C)C[C@H]1CC(=O)NCc1cccnc1 | -1 | i | i | ? | -25%[87.6 µM] | 9%[172 µM] | -12%[87.6 µM]
C=C1[C@@H](OC(C)=O)CC[C@@]2(C)[C@@H](OC(C)=O)[C@H](OC(C)=O)C3=C(C)C[C@H](OC(=O)C(C)CC)[C@@H]([C@@H](OC(C)=O)[C@H]12)C3(C)C (stereo partly drawn) | -13 | i | . | . | . | . | -29%[23.9 µM]
Cc1ccccc1-c1noc(-c2ccc(NCc3cccnc3)c([N+](=O)[O-])c2)n1 | -23 | . | . | . | -4% | . | 8%
COc1ccc(CNC(=O)C2=C(C)C(=O)OC23CCN(C(C)=O)CC3)cc1 | 2 | . | . | . | -4% | . | -5%
O=C(c1ccc(C(F)(F)F)cc1)N1CCC2(CC1)CN[S+](=O)([O-])c1cccnc1O2 | 18 | i | -4% | -3% | 1% | . | 3%
O=C(Cc1ccccc1)Nc1sc2c(c1C(=O)Nc1ccccc1Cl)CCC2 | -10 | . | . | . | -8% | . | 7%
CCOc1ccc(C(=O)c2cn(Cc3ccccc3OC)c3cc4c(cc3c2=O)OCCO4)cc1 | -14 | . | . | . | -9% | . | 7%
Cc1ccc(-n2c(C3CCN(C(=O)c4cccc(N(C)C)c4)CC3)n[nH]c2=O)cc1 | -16 | i | -7% | ? | 71%[activator] | ? | -7%
Cc1ccc(N2CCN(C(=O)c3ccc(Nc4nc5ccccc5n5nnnc45)cc3)CC2)c(C)c1 | 35 | . | . | . | 20% | . | 5%
O=C1CC(c2ccccc2)N(C(=O)CNC(=O)c2n[nH]c3ccccc23)CCCCCCN1 (stereo not drawn) | 0 | i | -1% | -12% | ? | 3% | -23%
O=C(CNC(=O)c1ccccc1)OCc1cc(=O)n2nc(C3CC3)sc2n1 | -23 | . | . | . | -9% | . | -6%
COc1ccccc1-c1cc(C(F)(F)F)nc(S(=O)(=O)CCCC(=O)Nc2ccc(F)cc2F)n1 | 3 | . | . | . | 1% | . | 2%
Cn1cccc1C(=O)N1CCO[C@@H](COc2ccccn2)[C@@H]1c1ccccc1 | 13 | -5% | ? | ? | -19% | . | 12%
O=C(c1ccccc1)N1CCC2(CC1)C(=NC1CCCC1)NC(=O)N2c1cc(F)cc(F)c1 | 0 | i | -1% | ? | 2% | 3% | 1%
N#Cc1cnc2cnc(NCc3cccnc3)cc2c1Nc1ccc(F)c(Cl)c1 | -12 | ? | . | . | . | . | -41%
Cc1cn2nc(C(=O)NCc3ccc(C(C)C)cc3)cc2c(N2CCSCC2)n1 | 0 | i | -8% | -25% | 2% | -2% | -1%
CCN(C(=O)Cn1ncc2c(=O)oc3ccc(C)cc3c21)c1cc(OC)ccc1OC | 20 | . | . | . | -8% | . | 5%
Cc1cc(C)n(CCc2nc3c4ccccc4nc(N4CCN(c5ccccc5F)CC4)n3n2)n1 | 10 | . | . | . | -1% | . | 2%
CN(C)C[C@@H]1CN(Cc2ccccc2)C[C@H]1NC(=O)c1ccoc1 | -4 | i | -11% | -3% | 7% | 3% | -7%

# Further results:
structure | IP6K1 inhibitor | GPT2 inh | HEK293 tox | NIH3T3 tox | SNCA expr inhib | Luciferase inh | SNCA viab count
COc1cccc([S+](=O)([O-])N2CCCC3(C2)C(=NC2CCCCC2)NC(=O)N3c2cc(F)cc(F)c2)c1 (stereo not drawn) | -12 | i | -18% | -10% | 9% | . | -24%
O=C1CC2CCN(Cc3c(F)cccc3Cl)CC2CCN1 (stereo not drawn) | -6 | -1% | -5% | -7% | 17% | . | 3%
COc1ccc(-c2nnc(C[C@@H]3C[C@@H](C(C)C)[C@H](CN4CCN(CCO)CC4)C=C3C)o2)cc1 | 16 | i | 45µM* | ? | 43%[activator] | -5% | ?
O=C(CCC[C@@H]1[C@H]2CCCN3CCC[C@@H](CN1C(=O)c1cccc(F)c1)[C@@H]23)NCC1CC1 | -3 | i | 6% | i | 9% | 2% | 2%
COc1ccc(C(=O)Oc2c(Sc3ccccc3)c(C)nn2-c2ccccc2)cc1OC | -8 | . | . | . | ? | . | -10%
CCOc1ccccc1NS(=O)(=O)c1cnc(N)nc1 | -2 | . | . | . | 8% | . | 10%
Cc1ccc(-c2cc3c(=O)n(CCNC(=O)c4ccc(F)cc4Cl)ccn3n2)cc1C | -13 | -11% | ? | -23% | 37%[activator] | ? | -11%
O=C(CCc1ccccc1)N1C[C@@H](CO)[C@@H]2Oc3ccc(Cl)cc3[C@@H]21 | 7 | . | 79µM* | ? | . | . | .
Cc1ccccc1NC(=O)N1CCC2(CC1)C(=O)N(c1cccc(F)c1)C2c1ccccc1 (stereo not drawn) | -1 | 4% | ? | ? | -24% | . | -10%
O=C1CNc2ccc(C(=O)N3CCn4nc(CO)cc4C3)cc2N1 | 11 | i | -13% | -14% | 1% | 2% | 4%
O=C(NC1CCCCC1)C1CN(C(=O)c2ccc3c(c2)OCO3)CC12CCOCC2 (stereo not drawn) | -1 | i | -8% | -7% | 11% | 0% | -14%
O=C(NCCc1ccccc1)c1ccc(CSc2nc3ccncc3n2Cc2ccc(F)cc2)cc1 | -12 | . | . | . | -1% | . | ?
CCn1c(=O)c(=O)n(CC)c2cc(N3CCCCC3)c(NC(=O)c3ccc(OC)c(OC)c3)cc21 | -2 | . | . | . | 119%[activator] | . | 6%
Cc1ccc(N(CC(=O)Nc2cccc(Cl)c2C)S(=O)(=O)c2c(C)noc2C)cc1 | -16 | . | . | . | 5% | . | 19%
COc1ccc(NC(=O)CCCS(=O)(=O)c2nc(-c3ccc(OC)c(OC)c3)cc(C(F)(F)F)n2)cc1OC | 8 | . | . | . | ? | . | -22%

# Complete entries as entered above. Order of values: IP6K1 inhibitor	GPT2 inh	HEK293 tox	NIH3T3 tox	SNCA expr inhib	Luciferase inh	SNCA viab count
# Shown for `Cn1cccc1C(=O)N1CCO[C@@H](COc2ccccn2)[C@@H]1c1ccccc1` → 13	-5%	?	?	-19%	.	12%
# Shown for `CCCOc1ccccc1C(=O)N1CCCCC1CCN1CCOCC1` (stereo not drawn) → -11	.	.	.	-8%	.	-8%
